High-throughput results deposited in PubChem BioAssay by The Scripps Research Institute Molecular Screening Center.
TEAD-YAP block – TEAD-YAP interaction inhibition. inhibition, % at 9.12 µM. AID 1259422. hit rate 1.4% among 640,000. HEK-TIYL cells, TEAD-Gal4/YAP UAS-luciferase luminescence; in the data active means inhibition above about 32%;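 further: 0% = median of test compound wells and 100% = reference inhibitor wells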
GPR151 activ – activates the human receptor GPR151; PathHunter beta-arrestin GPR151 cells, luminescence; AID 1508602; Q8TDV0; hit rate 1% among 650,000; activation, % at 11.2 µM; in the data active means activation above about 4.9%;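 further: 0% = median of compound wells and 100% = cells with positive control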
Target sequence (Q8TDV0 whole entry, looked up): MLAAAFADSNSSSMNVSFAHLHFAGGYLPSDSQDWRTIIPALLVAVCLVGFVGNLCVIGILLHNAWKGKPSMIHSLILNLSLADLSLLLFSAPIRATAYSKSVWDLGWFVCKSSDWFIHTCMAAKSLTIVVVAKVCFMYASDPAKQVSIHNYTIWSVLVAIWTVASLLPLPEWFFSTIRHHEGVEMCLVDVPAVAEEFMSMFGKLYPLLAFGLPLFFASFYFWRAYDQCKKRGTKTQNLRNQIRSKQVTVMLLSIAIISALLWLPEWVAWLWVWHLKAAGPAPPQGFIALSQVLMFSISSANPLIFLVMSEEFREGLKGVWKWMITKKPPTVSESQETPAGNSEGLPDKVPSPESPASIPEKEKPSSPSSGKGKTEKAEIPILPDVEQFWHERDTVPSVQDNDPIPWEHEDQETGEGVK
FBW7 act – human FBW7 E3 ligase activation, primary screen | hit rate 0.13% among 650,000 | normalized activity (activation), % at 26.1 µM | AlphaScreen FBW7–phospho-cyclin E peptide binding, activator screen | Q969H0 | AID 1259310; in the data active means normalized activity above about 1.9%;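 further: purified mutant Fbw7 with reduced substrate affinity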
MITF primary – inhibitors of human MITF; AlphaScreen MITF homodimerization, bead proximity signal; hit rate 0.91% among 650,000; O75030; inhibition, % at 2.6 µM; AID 1259374; in the data active means inhibition above about 50%;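 further: 0% = vehicle wells with protein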
Target sequence (O75030 whole entry, looked up): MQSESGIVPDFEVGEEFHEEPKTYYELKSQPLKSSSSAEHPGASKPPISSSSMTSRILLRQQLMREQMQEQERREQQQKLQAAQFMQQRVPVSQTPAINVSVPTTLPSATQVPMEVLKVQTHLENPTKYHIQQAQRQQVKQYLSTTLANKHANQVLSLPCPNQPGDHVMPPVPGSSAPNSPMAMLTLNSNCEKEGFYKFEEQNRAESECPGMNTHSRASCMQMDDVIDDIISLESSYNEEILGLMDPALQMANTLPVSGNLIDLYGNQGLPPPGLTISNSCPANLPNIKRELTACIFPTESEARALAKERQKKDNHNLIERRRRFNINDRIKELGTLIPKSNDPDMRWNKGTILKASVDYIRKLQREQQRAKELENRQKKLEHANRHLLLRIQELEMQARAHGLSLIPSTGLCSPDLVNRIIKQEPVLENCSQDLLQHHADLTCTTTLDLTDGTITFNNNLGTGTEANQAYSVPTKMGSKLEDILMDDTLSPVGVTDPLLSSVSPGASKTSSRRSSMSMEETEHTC
Active calls of the source: *; / = not tested or not shown. An unsorted share of the library. About 3.5% of those tested had a hit in this group.

Values run as follows: TEAD-YAP block | GPR151 activ | FBW7 act | MITF primary
- COC(=O)c1ccc(Nc2nncc(=O)[nH]2)cc1
    1.6 | -2.7 | 0.1 | 10.5
- CC(=O)NCC(=O)N1CCC(c2nc(-c3ccncc3)ncc2-c2cccc(C)c2)CC1
    0.3 | 4.5 | 0.0 | 2.6
- CCOc1ccc(C2C(C(=O)OCc3ccccc3)=C(C)NC3=C2C(=O)CC(c2ccc(Cl)cc2)C3)cc1 (stereo not given)
    -1.5 | -0.5 | 0.3 | 0.9
- Cc1nn(-c2ccccc2)c(C)c1-c1ccccc1O
    -3.0 | 0.6 | -0.1 | 3.3
- O=C(NNC(=O)C1C2C=CC(C2)C1C(=O)O)c1ccccc1 (stereo not given)
    -58.4 | -0.9 | 0.1 | -1.1
- O=C1NC(=O)N(C2CCCCC2)C(=O)/C1=C/c1ccco1
    -9.9 | 0.6 | 0.1 | -7.0
- COc1ccc(NC(=O)COC(=O)CNC(=O)c2ccc([N+](=O)[O-])c(C)c2)c([N+](=O)[O-])c1
    6.1 | 1.8 | -0.1 | 5.6
- Cc1ccc(CN2CCN3C(=O)[C@H](CSCc4ccccc4)NC(=O)[C@H]3C2)cc1C
    7.3 | -0.1 | 0.0 | 5.3
- CCc1cccc(NC(=O)CCc2c(C)nc3nc[nH]n3c2=O)c1
    -10.4 | -0.7 | 1.0 | 11.2
- COc1ccc(COC(=O)N/N=C2\C[C@@H](O)[C@@H](O)[C@@H]3[C@@H]4C(=O)N(Cc5ccccc5)C(=O)[C@@H]4CC[C@H]23)cc1
    / | 1.6 | 0.1 | 3.4
- CC1(C)C2C/C(=N\O)C(C)(/[N+]([O-])=C/c3cccc([N+](=O)[O-])c3)CC21 (stereo not given)
    3.3 | -0.5 | -0.1 | 22.6
- O=[N+]([O-])c1cc(/C=N/n2cncn2)ccc1N1CCCCC1
    15.5 | 0.0 | 0.6 | 27.2
- COc1ccc(CCNC(=O)CN2CCOc3ccccc32)cc1OC
    -1.6 | 1.4 | -0.3 | -8.9
- CCOC(=O)C(C)Oc1ccc2c(-c3ccccc3)cc(=O)oc2c1C (stereo not given)
    0.0 | 0.6 | -0.1 | -12.2
- COc1cccc(NC(=O)CC2Sc3ccc(C(F)(F)F)cc3NC2=O)c1 (stereo not given)
    1.9 | -0.4 | 0.1 | 11.5
- Cc1ccc(C)c(NC(=O)c2c(-c3c(Cl)cccc3Cl)noc2C)c1
    7.1 | 0.6 | 0.9 | 9.4
- O=c1oc(-c2cccc(Cl)c2)nc2ccccc12
    -25.3 | -8.1 | 0.1 | 16.8
- O=C1CN=C(Nc2ccc(Cl)cc2)N1Cc1cccs1
    -2.5 | 1.2 | 0.2 | 17.5
- CCOC(=O)c1c(NC(=O)CSc2nnc(CNC(=O)c3ccccc3F)n2C2CCCCC2)sc2c1CCC2
    7.5 | -0.7 | 0.0 | 14.6
- CSc1nc2ccc3nc(N)sc3c2s1
    -49.5 | 1.5 | 0.0 | 5.2

Values run as follows: TEAD-YAP block | GPR151 activ | FBW7 act | MITF primary
- COc1ccc(NC(=O)COc2cccc(C)c2C)cc1
    -18.8 | 7.5* | 0.2 | 3.0
- COc1ccccc1OCC(=O)Nc1ccc(Br)c(Cl)c1
    -29.6 | 0.7 | 0.0 | -10.3
- CNC(=O)/C=C1\NC(C)(C)Cc2c1ccc1ccccc21
    4.3 | -0.9 | -0.1 | -3.1
- Cc1[nH]c(=O)[nH]c(=O)c1CSCC(=O)OCC(=O)Nc1nc2c(s1)C(=O)CC(C)(C)C2
    6.3 | 0.4 | 0.1 | -3.4
- C=CCN1CCN(c2c(NC(=O)c3ccc(Br)o3)cccc2C(F)(F)F)CC1
    -3.1 | 3.4 | -0.4 | -8.1
- CCC(CC)c1nnc(NC(=O)COc2ccccc2Br)s1
    -6.7 | -1.0 | 0.0 | -5.2
- CCOC(=O)c1c(NC(=S)NC(C)=O)sc(C)c1C
    3.8 | 0.8 | 0.0 | -17.1
- S=C1NC2(CCCC2)Cc2ccccc21
    9.7 | 0.5 | -0.2 | -1.6
- CN(CC(=O)Nc1ccc(F)c(F)c1F)C1CCCCC1
    -0.1 | -0.3 | -0.2 | 3.2
- COC(=O)/C(=C/c1ccc(OC(=O)c2ccccc2)cc1)C(C)=O
    -4.9 | 0.3 | -0.2 | 0.4
- O=c1c2c(-c3ccccc3)csc2nc2c3ccccc3c(N3CCOCC3)nn12
    -9.6 | 1.7 | -0.1 | 1.8
- COc1ccc(CN2CCc3cc(OC)c(OC)cc3C2)cc1OC
    11.4 | -0.6 | -0.1 | 1.1
- Cc1ccc(-c2noc(CN(C(C)C)S(=O)(=O)c3cccc([N+](=O)[O-])c3)n2)cc1
    -0.1 | -1.6 | -0.1 | -16.4
- COc1cc2c(cc1OC)C(COc1cccc(C(F)(F)F)c1)N(C(=O)C(C)C)CC2 (stereo not given)
    -11.2 | -0.2 | 0.2 | -7.4
- CC1CC(Nc2ccccc2)c2ccccc2N1C(=O)Cc1ccc(F)cc1 (stereo not given)
    3.2 | 0.0 | 0.0 | 10.9
- Cc1ccccc1C(=O)Nc1ccc(S(=O)(=O)NC(C)(C)C)cc1
    -27.8 | -0.7 | 0.2 | 11.6
- Cc1ccccc1-c1nnn(Cc2ccc([N+](=O)[O-])cc2)n1
    -0.2 | 0.7 | -0.2 | -2.9
- Cc1cc(SCC(=O)Nc2ccc(F)c(F)c2)nc(=O)[nH]1
    10.0 | -0.6 | -0.3 | 2.4
- O=C(COc1ccc(Br)cc1Cl)NC(=S)N1CCOCC1
    -0.8 | 0.3 | -0.2 | -10.1
- CCCCN(C)C(=O)c1coc(=O)c2ccccc12
    6.2 | 0.7 | 0.0 | -1.1

Values run as follows: TEAD-YAP block | GPR151 activ | FBW7 act | MITF primary
- Cc1cccc(N2C(=O)SC(Nc3ccccc3)C2=O)c1 (stereo not given)
    -14.4 | 0.8 | -0.2 | -1.7
- CCOc1ccc(C(=O)Nc2ccc3oc(-c4cccc(C)c4)nc3c2)cc1
    3.3 | 0.2 | 0.0 | 2.5
- COCCn1c(=NC(=O)c2cccs2)sc2cc([N+](=O)[O-])ccc21
    -45.2 | 0.7 | 0.0 | -2.4
- Cc1sc2ccc(Cl)cc2[n+]1CC(O)CS(=O)(=O)O (stereo not given)
    21.7 | -0.4 | -0.6 | 7.1
- CC(=O)Nc1cccc(NC(=O)CCS(=O)(=O)c2ccccc2)c1
    -4.0 | -1.1 | 0.0 | 9.8
- CC(C)Cn1c(-c2ccco2)n[nH]c1=S
    -2.6 | 0.0 | 0.0 | 5.2
- CC(=O)Nc1ccc(S(=O)(=O)NCCc2cc3cc(C)c(C)cc3[nH]c2=O)cc1
    5.5 | -0.1 | 0.0 | -3.7
- CC(C)C[C@H]1NC(=O)[C@H]2CN(CCCc3ccccc3)CCN2C1=O
    5.7 | -1.2 | -0.3 | -15.8
- C=CCn1c(SCCCCCC)nc(O)cc1=O
    -14.5 | -0.7 | 0.0 | -6.4
- COc1ccc(-c2nsc(SCC(=O)Nc3ccc4c(c3)OCO4)n2)cc1
    -13.2 | -0.2 | 0.2 | 14.2
- CC(C)c1ccc2nc(SCC(=O)N3CC(=O)Nc4ccccc43)c(C#N)cc2c1
    8.3 | -0.5 | 0.2 | 19.4
- Cc1ccc(C(=O)N2CCN3C(=O)[C@H](C)N(C)C(=O)[C@H]3C2)cc1F
    -8.5 | -1.1 | 0.3 | 16.9
- Cc1ccc(C2Oc3ccccc3C3CC(c4ccc(Br)cc4)=NN32)cc1 (stereo not given)
    -6.5 | -1.2 | 0.2 | 22.6
- O=C(C1=C(O)C(=O)N(CCc2ccccc2)C1c1ccc(Cl)cc1)c1cccs1 (stereo not given)
    -29.9 | -0.9 | 1.0 | 12.3
- CCOC(=O)C1=C(C)N=c2s/c(=C\c3ccc(-c4ccc(C)cc4Br)o3)c(=O)n2C1c1ccc(OC)cc1 (stereo not given)
    -3.7 | -0.4 | 0.0 | -1.4
- CN(C)c1ccc(C2Nc3ccccc3C(=O)N2NC(=O)c2ccccc2)cc1 (stereo not given)
    -10.3 | 0.3 | -0.1 | 4.2
- OC1=CONN1c1cccc2ncccc12
    -3.6 | 0.2 | -0.1 | -1.7
- COC(=O)C(Cc1cc(Cl)ccc1Cl)SC#N (stereo not given)
    -2.9 | 9.7* | 0.1 | 22.8
- COC(=O)CSc1nnnn1-c1ccc(C(=O)OCc2ccc(F)cc2)cc1
    6.1 | 0.0 | 0.6 | 8.2
- CCCCN1C(=O)c2cccc3c(NC(=O)CSc4ccc(F)cc4)ccc1c23
    3.5 | 0.9 | 0.0 | 0.8

Values run as follows: TEAD-YAP block | GPR151 activ | FBW7 act | MITF primary
- Cc1cc(=O)[nH]c(SCC(=O)NC2CCCCCC2)n1
    9.5 | 2.1 | 0.0 | 1.0
- O=C(NNC(=O)c1nc(=O)[nH]c2ccccc12)c1ccncc1
    0.6 | -1.0 | 0.3 | 10.9
- O=C(NNC(=O)C1CCCCC1)c1ccncc1
    1.7 | 0.9 | -0.2 | -10.3
- CN(C)c1nc(SCc2ccccc2)nc(N2CCOCC2)n1
    -1.1 | -0.2 | 0.1 | -1.7
- c1ccc(-c2nnc(SCc3ccc4c(c3)OCO4)n2-c2ccccc2)cc1
    15.2 | -1.2 | -0.1 | 12.5
- COC(=O)c1cc(NC(=O)c2cc(C(=O)OC)cc([N+](=O)[O-])c2)cc(C(=O)OC)c1
    -4.4 | 1.6 | 0.1 | 0.2
- Cc1ccccc1CNC(=O)C(=O)Nc1cccc(Cl)c1Cl
    2.2 | 1.5 | -0.3 | 2.5
- COc1ccccc1N1CCN(C(=O)Cn2c(-c3ccccc3)cc(C(C)=O)c2C)CC1
    10.1 | 0.4 | 0.0 | 8.9
- CN1CCN(C(=O)c2ccc(-c3ccc4[nH]ccc4c3)nc2N(C)C)CC1
    -0.7 | 0.1 | 0.0 | 10.9
- O=C(Nc1nccs1)c1ccc(F)cc1[N+](=O)[O-]
    21.8 | -0.8 | 0.0 | 1.0
- Cc1sc(NC(=O)Cc2ccccc2)nc1-c1ccccc1
    2.8 | 0.1 | 0.0 | 7.9
- CC1(C)CC(=O)C=C(NCC(=O)O)C1
    -2.2 | -0.3 | -0.1 | 0.5
- CC1=C(C)[N+](=O)C2(O)CCCCC2(C)N1[O-] (stereo not given)
    7.5 | -0.6 | -0.1 | 3.0
- COC(=O)[C@@H](NC(=O)CCN1Cc2cc(Cl)ccc2OC(C)C1)C(C)C (stereo not given in full)
    0.0 | -0.8 | 0.2 | 10.2
- Cc1ccc(C)c2nc(N3CCOCC3)c(C#N)cc12
    -5.0 | -1.1 | 0.1 | -1.8
- Cc1ccc(S(=O)(=O)NCCCOC(=O)Nc2nonc2C)cc1
    -4.2 | -0.8 | -0.1 | 4.5
- COc1ccc(NC(=O)CSc2nc3ccccc3c(=O)n2CCNC(C)=O)cc1
    6.3 | 0.9 | 0.2 | 1.4
- COc1cccc(-c2ccc(NC(=O)C3CCCN(C(=O)CSC)C3)cc2)c1 (stereo not given)
    -15.3 | 0.3 | 0.0 | -3.9
- Cc1ccccc1CC(C1CCN(C(=O)Cn2ccnc2)CC1)N(C)C(=O)C1CCC1 (stereo not given)
    15.1 | 0.0 | -0.1 | -0.1
- CN(C)CCCNC(=O)c1c(O)c2c([nH]c1=O)CCCC2
    9.6 | 2.4 | -0.2 | 4.5

Values run as follows: TEAD-YAP block | GPR151 activ | FBW7 act | MITF primary
- CCOC(=O)C1=C(C)N=c2s/c(=C\c3ccc(-c4ccc([N+](=O)[O-])cc4Br)o3)c(=O)n2C1c1ccccc1 (stereo not given)
    7.5 | 0.2 | 0.4 | 4.9
- COc1ccc(CCNc2ccnc(N3CCC(N4CCOCC4)CC3)n2)cc1
    -3.6 | 2.3 | 0.2 | 18.9
- Cc1ccccc1Cn1nnc(-c2ccc(F)cc2)n1
    0.9 | -1.1 | 0.0 | -7.8
- COc1ccc(-c2ccc(=O)n(C[C@H](C)NC(=O)c3cc(C(C)C)no3)n2)cc1
    5.0 | 0.1 | -0.1 | -1.6
- Nc1nc(SCC(=O)Nc2cccc3ccccc23)[nH]c(=O)c1NC(=O)c1ccco1
    1.2 | -0.4 | -0.2 | 1.7
- COc1ccc(CC(=O)Nc2ccnn2-c2cccc(C(=O)Nc3ccc(N4CCOCC4)cc3)c2)cc1
    -1.4 | 0.7 | 0.0 | -0.2
- CC(C)n1c(NCCN2CCOCC2)nc2c(NCCN3CCOCC3)ncnc21
    2.3 | -0.5 | 0.0 | 66.8*
- COCCCNC(=S)Nc1cccc(F)c1
    -2.1 | 3.0 | 0.1 | 6.3
- CC(=O)N1CCN(C(=O)c2cc(C)oc2C)CC1
    5.1 | -1.6 | 0.2 | 9.3
- c1ccc(OCCNc2nc(Nc3ccc4ncccc4c3)nc3c2ncn3-c2ccccc2)cc1
    18.1 | -1.7 | 1.2 | 13.8
- Cc1ccc(S(=O)(=O)CCCOC(=O)Nc2cccnc2)cc1
    -1.9 | -0.7 | 0.0 | 0.9
- OCc1cccc(-c2cnn3c(N4CCOCC4)ccnc23)c1
    25.9 | 1.7 | 0.1 | 16.2
- O=C(CSc1nc2ccccc2s1)Nc1ccc(Cl)cc1
    6.0 | 0.2 | 0.5 | 8.9
- CC(=O)N1CCc2cc(Br)cc(S(=O)(=O)Nc3ccc(C)cc3Br)c21
    6.2 | 1.4 | 0.0 | 12.6
- O=C(O)CCN1C(=O)/C(=C\c2ccccc2Br)SC1=S
    6.5 | -1.6 | 0.2 | 11.7
